LGR2 antag – inhibitors of bursicon-induced LGR2 CRE-luciferase signal, primary screen, cell-based, HEK293, CRE-luciferase reporter, bursicon stimulation; Drosophila bursicon receptor LGR2 (rickets); bursicon-stimulated, 4 h; inhibition, % at 9.99 µM; actives 0.35% (n = 380,000);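 active means drop in luminescence signal, shown as inhibition above about 50% in the replicate tests, limit read from the data, passing the limit was not always enough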;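 further: agonist challenge used bursicon conditioned medium at about half maximal strength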
ERAP1 HTS inh – human ERAP1 aminopeptidase inhibitors, primary screen, biochemical, single point, plate reader; inhibition, % at 10.7 µM; Endoplasmic reticulum aminopeptidase 1 (Homo sapiens), Q9NZ08; recombinant ERAP1, Leu-AMC fluorescence, 60 min; actives 0.15% (n = 340,000);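 active means mean replicate inhibition of at least 30%, or all replicates individually reaching that 30% level; inactive means mean below 30% and not every replicate reaching it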;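 further: 0% = neutral control wells and 100% = L-leucinethiol positive control wells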
Target sequence (Q9NZ08 whole entry, looked up): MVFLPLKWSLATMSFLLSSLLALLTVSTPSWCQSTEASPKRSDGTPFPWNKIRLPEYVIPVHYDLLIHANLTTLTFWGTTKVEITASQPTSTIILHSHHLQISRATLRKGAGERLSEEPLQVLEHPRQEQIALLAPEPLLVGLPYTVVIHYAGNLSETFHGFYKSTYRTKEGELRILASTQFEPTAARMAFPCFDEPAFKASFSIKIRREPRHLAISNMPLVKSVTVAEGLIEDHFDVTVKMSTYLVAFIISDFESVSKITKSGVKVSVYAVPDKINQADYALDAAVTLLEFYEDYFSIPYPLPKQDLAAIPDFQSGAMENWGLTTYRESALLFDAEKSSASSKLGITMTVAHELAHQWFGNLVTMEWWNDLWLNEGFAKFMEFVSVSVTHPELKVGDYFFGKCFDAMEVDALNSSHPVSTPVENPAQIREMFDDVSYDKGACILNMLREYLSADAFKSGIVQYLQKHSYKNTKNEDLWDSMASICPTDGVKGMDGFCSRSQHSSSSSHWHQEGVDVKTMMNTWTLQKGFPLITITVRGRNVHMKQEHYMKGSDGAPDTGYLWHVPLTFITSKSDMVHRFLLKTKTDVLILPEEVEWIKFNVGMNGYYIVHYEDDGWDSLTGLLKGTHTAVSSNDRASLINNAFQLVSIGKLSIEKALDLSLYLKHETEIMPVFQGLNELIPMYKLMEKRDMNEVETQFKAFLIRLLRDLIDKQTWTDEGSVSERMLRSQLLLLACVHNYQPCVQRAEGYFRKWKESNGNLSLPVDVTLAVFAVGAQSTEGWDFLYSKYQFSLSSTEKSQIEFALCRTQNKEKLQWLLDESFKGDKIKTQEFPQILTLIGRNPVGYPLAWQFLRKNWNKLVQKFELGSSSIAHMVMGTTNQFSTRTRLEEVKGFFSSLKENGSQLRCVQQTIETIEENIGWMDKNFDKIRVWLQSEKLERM
EWS-Fli inh – EWS/Fli-driven NR0B1 reporter inhibitors, primary screen, A673 cells, NR0B1 luciferase, luminescence, MLPCN library. viability-normalised. inhibition, % at 12.6 µM. actives 0.67% (n = 350,000). AID 651661, 2012;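 active means mean inhibition of at least 50% after viability correction, with every replicate also passing that limit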;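 further: firefly luciferase signal divided by Alamar Blue viability fluorescence both relative to DMSO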
PGC1a acetyl inh – inhibitors of PGC1a acetylation signal, primary screen, cell-based, U2OS, AlphaScreen, inhibitor mode. actives 0.17% (n = 350,000). AID 651687, 2012. AlphaScreen anti-acetyl-lysine; with virally co-expressed GCN5 acetyltransferase. inhibition, % at 15.6 µM;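 active means every replicate shows inhibition of at least 40%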;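 further: 0% = neutral control wells and 100% = positive control wells; some results beyond the cut were filed as inactive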
S100A4 inh HTS – inhibitors of S100A4-myosin IIA peptide binding, primary screen, biochemical, fluorescence polarization, TAMRA-MyoIIA peptide; Protein S100-A4 (Homo sapiens), P26447; inhibition, % at 10.7 µM; actives 0.14% (n = 360,000); AID 652163, 2013;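 active means mean inhibition of at least 70% across replicates, with every replicate also reaching that level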
Target sequence (P26447 whole entry, looked up): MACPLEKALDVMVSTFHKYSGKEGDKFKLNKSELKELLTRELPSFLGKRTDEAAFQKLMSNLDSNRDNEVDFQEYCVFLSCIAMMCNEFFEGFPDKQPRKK
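Material: S100A4 monomer protein / Buffer or medium: 50 mM HEPES pH 7.2, 10 mM CaCl2, 100 mM KCl / Times: 5 min incubation before reading / Benchmarks: neutral control DMSO, positive control TFP / Reagent: labelled myosin peptide probe, 5 nM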
PAX8 reporter – inhibitors of PAX8-driven TPO luciferase reporter, primary screen, RMG-I cells, single concentration; SteadyGlo, 24 h; inhibition, % at 12.6 µM; actives 1.2% (n = 360,000); AID 652154, 2013;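 active means mean replicate inhibition at least 60% with every replicate also reaching 60%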;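 further: luciferase light reporting Pax8 driven TPO promoter activity; plate controls were median of neutral control wells for no effect and mitoxantrone controls for full effect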
PglD inh – C. jejuni PglD acetyltransferase inhibitors, primary screen, biochemical, DTNB colorimetric, single point; purified PglD enzyme, DTNB colorimetric CoA detection; inhibition, % at 12.5 µM; UDP-N-acetylbacillosamine N-acetyltransferase PglD (Campylobacter jejuni); actives 0.098% (n = 360,000); in the data active means inhibition above about 16%, passing the limit was not always enough; further: strong numbers were not always called active
FN deposit inh – inhibitors of fibronectin matrix deposition, primary screen, AH1F cells, Alexa488-fibronectin fluorescence, plate reader. AH1F fibroblasts, overnight. inhibition, % at 12.6 µM. actives 0.086% (n = 350,000). AID 743247, 2014;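 active means mean inhibition across replicates of 30% or more, regardless of how many single replicates reach that level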;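 further: positive control wells lacked labelled fibronectin entirely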
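Test system: AH1F fibroblast monolayer depositing Alexa488-labelled fibronectin into matrix. Input: 10000 cells per well. Technique: fluorescence, ex 485 nm, em 525 nm. Buffer or medium: DMEM plus 2% serum, read in PBS. Timing: 1 h cell adhesion before compound, then overnight fibronectin incubation. Compound: single dose, pinned. Read-out basis: inhibition from reduced deposited-fibronectin fluorescence.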
Numbers without * were called inactive; · = not tested or not shown; & = joins results of further samples. This is a random part of the collection; 2.1% or so of the library scored in one or more.

SMILES | LGR2 antag | ERAP1 HTS inh | EWS-Fli inh | PGC1a acetyl inh | S100A4 inh HTS | PAX8 reporter | PglD inh | FN deposit inh
CCc1nc2ccc(C(=O)N3CCN(C(=O)c4ccco4)CC3)cn2c1N(C)CCC(C)C | -5 | -7 | 11 | 4 | 9 | 21 | -3 | 5
O=C(NCC1CCCO1)c1cccc(NC(=O)c2ccc(Br)cc2)c1 (stereo not given) | -2 | -2 | -18 | 5 | 15 | -6 | -2 | 2
CC(C)NC(=O)N(C)C[C@@H]1Oc2ccc(NC(=O)CCCCCC(=O)Nc3ccccc3N)cc2C(=O)N([C@H](C)CO)C[C@H]1C | 2 | 4 | -1 | 2 | -4 | -23 | · | ·
O=C(Cc1ccccc1Cl)NCCCn1ccnc1 | 23 | · | · | -3 | · | -13 | 5 | 4
OC(CC(O)c1ccccc1)c1ccccc1 (stereo not given) | 7 | -1 | 0 | -13 | -10 | · | 2 | ·
COc1cccc(-c2nc(CS(=O)(=O)CC(=O)Nc3ccccc3C)c(C)o2)c1 | 11 | -2 | · | -4 | 1 | 12 | 2 | -1
O=C(N/N=C/c1cccc([N+](=O)[O-])c1)c1cc[n+](CCO)cc1 | -6 | -1 | 20 | -14 | 4 | 25 | -3 | -11
CC(C)NC(=O)N1[C@@H](CO)[C@@H](c2ccccc2)C12CN(Cc1ccc(Cl)cc1)C2 | -6 | 1 | -5 | -3 | -13 | 10 | · | ·
COc1ccccc1-n1c(SCC(=O)N2CCCCC2)nc(O)c(Cc2ccccc2)c1=O | 10 | 1 | · | -2 | -13 | -19 | -1 | 2
NC(=O)c1cc(NC(=O)c2cc(Br)c(Br)s2)cc(C(N)=O)c1 | -32 | 7 | 0 | · | -1 | -15 | · | 5
C[C@H](CO)N1C[C@H](C)[C@@H](CN(C)S(=O)(=O)c2cn(C)cn2)Oc2ccc(NC(=O)Nc3ccccc3)cc2C1=O | 8&5 | 0&3 | -13&-3 | 5&-17 | -24&3 | -20 | -1&1 | -3
COc1ccc(C(=O)Nc2cccc(OC(=O)c3ccco3)c2)cc1 | 3 | -2 | · | 2 | -3 | -196 | 1 | 5

Part of the list above, set out differently:
molecule: NC(=O)c1cc(NC(=O)c2cc(Br)c(Br)s2)cc(C(N)=O)c1
  LGR2 antag = -32; ERAP1 HTS inh = 7; EWS-Fli inh = 0; PGC1a acetyl inh = ·; S100A4 inh HTS = -1; PAX8 reporter = -15; PglD inh = ·; FN deposit inh = 5

molecule: C[C@H](CO)N1C[C@H](C)[C@@H](CN(C)S(=O)(=O)c2cn(C)cn2)Oc2ccc(NC(=O)Nc3ccccc3)cc2C1=O
  LGR2 antag = 8&5; ERAP1 HTS inh = 0&3; EWS-Fli inh = -13&-3; PGC1a acetyl inh = 5&-17; S100A4 inh HTS = -24&3; PAX8 reporter = -20; PglD inh = -1&1; FN deposit inh = -3

Next part
SMILES | LGR2 antag | ERAP1 HTS inh | EWS-Fli inh | PGC1a acetyl inh | S100A4 inh HTS | PAX8 reporter | PglD inh | FN deposit inh
CN(C)S(=O)(=O)n1cc(/C=C(\NC(=O)c2ccccc2F)C(=O)N2CCOCC2)c2ccccc21 | -12 | 5 | 9 | 3 | -1 | -1 | -2 | 0
CN(C)Cc1cn(CC[C@H]2CC[C@@H](NC(=O)Nc3ccccc3F)[C@@H](CO)O2)nn1 | -5 | 2 | -4 | -10 | 12 | -17 | -1 | -7
CCOCCCNC(=S)Nc1ccc2nc(N3CCN(CC)CC3)cc(C)c2c1 | 5 | -1 | 6 | 4 | -1 | -3 | 3 | 2
CCCCn1c(N)c(N(CC)C(=O)C2COc3ccccc3O2)c(=O)[nH]c1=O (stereo not given) | -4 | 0 | 1 | · | 0 | -4 | -1 | -2
Nc1nonc1-n1nnc(C(=O)N/N=C/c2ccc(OCc3ccccc3)cc2)c1CNc1ccccc1 | -5 | -3 | · | 3 | 0 | -50 | 0 | -2
CCCCNC(=O)CNC(=S)N(Cc1cc(OC)c(OC)c(OC)c1)C1CCCC1 | 1 | -1 | -11 | · | -1 | 19 | 3 | 4
C[C@@H]1CCCCO[C@H](CN(C)S(=O)(=O)c2ccc(F)cc2)[C@@H](C)CN([C@H](C)CO)C(=O)c2cc(NC(=O)c3ccncc3)ccc2O1 | -16 | 1 | -3 | 1 | -2 | · | 2 | 2
COc1ccc2c3c([nH]c2c1)[C@@H](CO)N(Cc1nccs1)CC31CN(C(=O)C2CCC2)C1 | 11 | 0 | 3 | 7 | -8 | 10 | · | ·
COc1cccc(C#Cc2ccc3c(c2)[C@@H]2[C@@H](CCN2S(=O)(=O)c2cccc(OC)c2)[C@@H](CO)N3)c1 | -14 | 0 | · | 7 | -9 | 21 | · | -6
Cc1cc(C)c2[nH]c(=O)c(CN(Cc3cccs3)C(=S)NCC3CCCO3)cc2c1 (stereo not given) | 16 | · | · | 30 | · | -6 | 10 | -5
CCOC(=S)SCC(=O)Nc1ncc(C)s1 | 13 | -2 | 15 | -24 | 1 | 29 | · | -4
Cc1ccc(C(=O)NNc2ncnc3c2cnn3C)cc1 | -6 | 4 | -16 | · | -4 | 0 | · | 7

The listing continues.
SMILES | LGR2 antag | ERAP1 HTS inh | EWS-Fli inh | PGC1a acetyl inh | S100A4 inh HTS | PAX8 reporter | PglD inh | FN deposit inh
Cc1ccc(S(=O)(=O)N2CCCC(C(=O)O)C2)s1 (stereo not given) | 4 | 3 | 0 | 3 | -2 | -19 | 3 | 2
COc1ccc(N2CC(NS(=O)(=O)c3cccnc3)CC2=O)cc1OC (stereo not given) | 0 | -2 | -2 | 6 | -11 | 1 | -2 | 0
NC(=O)COc1cccc(/C=N/NC(=O)c2ccc(-n3cccc3)cc2)c1 | 7 | 0 | -7 | 20 | 5 | -7 | -2 | 6
COc1ccc(CCNc2ccc(C(CC(N)=O)NC(=O)c3ccccc3)cc2[N+](=O)[O-])cc1 (stereo not given) | -6 | · | 14 | · | · | 24 | -6 | -9
CCCNC(=O)N1C[C@@H]2N[C@H](C1)C2c1ccc(-c2cccc(OC)c2)cc1 (stereo not given in full) | -14&12 | 3 | -9&10 | -6&6 | -10&-3 | 1&13 | · | -4&-6
Oc1ccccc1-c1cc(-c2ccc(F)cc2)n[nH]1 | -29 | 2 | -58 | 9 | -1 | -66 | -4 | 3
CCCNC(=O)N(C)C[C@H]1Oc2ncc(-c3cccc(C#N)c3)cc2C(=O)N([C@H](C)CO)C[C@@H]1C | 4 | · | -5 | 3 | -16 | -7 | 2 | ·
C[C@H]1CN([C@@H](C)CO)C(=O)Cc2cc(NC(=O)CCCN(C)C)ccc2O[C@H]1CN(C)S(=O)(=O)c1ccc(Cl)cc1 | 3 | -10 | 2 | -5 | 6 | 4 | 2 | ·
C[C@@H]1CN([C@H](C)CO)C(=O)c2c(c3ccccc3n2C)-c2ccccc2CO[C@@H]1CN(C)Cc1cccnc1 | 0 | 0 | 26 | -16 | 5 | 35 | -2 | 13
Cc1cc(N2CCN(C(c3ccnc4ccccc34)c3nnnn3-c3c(C)cccc3C)CC2)c2ccccc2n1 (stereo not given) | -12 | -2 | 21 | · | -1 | 26 | · | 13
Cn1c(CNC(=O)C(Cc2ccccc2)NC(=O)c2ccccc2F)cc(=O)n(C)c1=O (stereo not given) | 4 | -3 | 4 | 15 | 3 | 8 | 1 | -7
Cc1ccc(S(=O)(=O)Nc2ccc3c(c2)C(=O)N([C@H](C)CO)C[C@@H](C)[C@H](CN(C)C(=O)Nc2c(C)noc2C)OCCCC[C@@H](C)O3)cc1 | -7 | 1 | 2 | -6 | -9 | 0 | 2 | 10

The results go on:
SMILES | LGR2 antag | ERAP1 HTS inh | EWS-Fli inh | PGC1a acetyl inh | S100A4 inh HTS | PAX8 reporter | PglD inh | FN deposit inh
NS(=O)(=O)c1ccc(CCNC(=O)CCc2ccccc2)cc1 | 4 | · | 0 | 2 | 2 | 13 | -3 | -3
COc1ccc(CN(C)C(=O)C2CCN(S(=O)(=O)c3cccs3)CC2)cc1F | -7 | 2 | -1 | · | 2 | 9 | 1 | -2
CC1Cc2ccccc2N1C(=O)CCn1c(=O)sc2ccccc21 (stereo not given) | · | 1 | -10 | -12 | 4 | -39 | -2 | 2
COc1cccc(S(=O)(=O)Nc2ccc3c(c2)[C@@H]2C[C@H](CC(=O)N4CCCCC4)O[C@@H](CO)[C@@H]2O3)c1 | -16 | -3 | 12 | 4 | 2 | 11 | -2 | ·
C/C(=C\c1ccccc1)C(=O)Nc1ccc(Cl)cn1 | -29 | 0 | -33 | -4 | -3 | -226 | -6 | -8
CCC1CCCCN1CCN1C(=O)C2C(C(=O)Nc3cccc(OC)c3)C3C=CC2(O3)C1C(=O)NC1CCCCC1 (stereo not given) | 11 | -2 | -8 | -2 | -4 | 4 | -3 | 2
C[C@@H]1CN([C@H](C)CO)C(=O)c2cc(C#CC3CC3)cnc2O[C@H]1CN(C)C | 13 | -2 | 2 | 15 | -7 | · | -1 | -4
O=C(C[C@H]1CC[C@H](NC(=O)NC2CCCC2)[C@H](CO)O1)NCc1ccc(F)cc1 | 12 | 3 | -1 | -16 | -1 | -3 | -1 | ·
COc1ccc(C(=O)COC(=O)COc2cccc3c2OC(C)(C)C3)c(OC)c1 | -18 | 2 | -2 | 0 | -2 | -13 | 6 | 26
COc1ccc(S(=O)(=O)Nc2ccc3c(c2)C(=O)N([C@H](C)CO)C[C@H](C)[C@@H](CN(C)Cc2ccc(C(=O)O)cc2)OCCCC[C@@H](C)O3)cc1 | 27 | -3 | -8 | 6 | 0 | -26 | 9 | ·
C[C@@H]1CN([C@H](C)CO)C(=O)Cc2cc(NC(=O)c3ccncc3)ccc2O[C@H]1CN(C)S(=O)(=O)c1ccc(Cl)cc1 | -5 | · | 0 | 4 | · | -7 | · | ·
CCc1nc2ccc(C(=O)Nc3ccc4c(c3)OCC(=O)N4)cn2c1N(CC)Cc1cccc(Br)c1 | 26 | -2 | -12 | -4 | 7 | -14 | -2 | 10

Next part.
SMILES | LGR2 antag | ERAP1 HTS inh | EWS-Fli inh | PGC1a acetyl inh | S100A4 inh HTS | PAX8 reporter | PglD inh | FN deposit inh
CC(=O)Oc1ccccc1C1=NN(C(=O)/C=C/c2ccccc2)C(c2ccccc2)C1 (stereo not given) | -7 | · | · | 13 | · | -8 | -7 | 1
CC1C(=O)N2CCCc3cc(NC(=O)C(=O)NCc4cccnc4)cc1c32 (stereo not given) | 6 | 0 | 12 | · | 2 | -3 | 4 | -6
COc1ccc(-c2cn(CC[C@@H]3CC[C@H](NS(=O)(=O)c4ccccc4C)[C@H](CO)O3)nn2)cc1 | -1 | -1 | -5 | -1 | 2 | 12 | -4 | ·
CCCOc1ccc(C2C3=C(CCCC3=O)N(CC(=O)O)C3=C2C(=O)CCC3)cc1OCC | 10 | 1 | 2 | 0 | -7 | 5 | 2 | -4
CC12C(=O)N(NC(=O)c3ccncc3)C(=O)C1C1C=CC2C1 (stereo not given) | · | 3 | -7 | 1 | -5 | 29 | 1 | -5
C[C@H](CO)N1C[C@H](C)[C@@H](CN(C)Cc2ccc3c(c2)OCO3)Oc2c(NC(=O)C3CCOCC3)cccc2C1=O | -2 | 4 | -5 | -6 | 10 | 9 | 0 | -12
CC(C)(C)c1ccc(C(=O)Nc2cccc3c(=O)[nH][nH]c(=O)c23)cc1 | 25 | · | · | -6 | · | -23 | 1 | ·

Source: PubChem
